# BioA inh – M. tuberculosis BioA enzyme inhibitors, primary screen, biochemical, plate reader, single point, HTS | 7,8-diaminopelargonic acid synthase BioA (Mycobacterium tuberculosis) | 360,000 tested, 0.096% active | purified M. tuberculosis BioA enzyme | inhibition, % at 9.99 µM | AID 602481, 2012; in the data active means inhibition above about 40%; inconclusive means no clear call, values can overlap the other calls
# PrPC surface inh – inhibitors of human cell surface prion protein PrPC, primary screen, cell-based, TR-FRET; Major prion protein (Homo sapiens), P04156; TR-FRET read-out; inhibition, % at 13.8 µM; 370,000 tested, 0.43% active; AID 720596, 2013; in the data active means inhibition above about 24%; further: 0% = median of the test wells and 100% = reference compound wells
# CCHFV vOTU inh – CCHFV vOTU protease inhibitors, primary screen, biochemical, Pep-AMC substrate, fluorescence; AID 651958, 2012; 370,000 tested, 0.55% active; inhibition, % at 11.5 µM; Crimean-Congo hemorrhagic fever virus L polyprotein viral ovarian tumor (vOTU) protease …; further: 0% = vehicle wells with enzyme and 100% = no enzyme wells
# BoNT A protease – BoNT/A light chain protease inhibitors, primary screen, biochemical, flow cytometry, MLPCN library; multiplex microsphere protease substrate cleavage; Botulinum neurotoxin type A light chain protease (Clostridium botulinum A str. ATCC 3502); inhibition, % at 10 µM; 360,000 tested, 0.17% active; in the data active means inhibition above about 30%; inconclusive means no clear call, values can overlap the other calls; further: plate controls were buffer without enzyme for full effect and enzyme alone for no effect
# FadD28 binding – inhibitors of FadD28 bisubstrate probe binding, primary screen, biochemical, fluorescence polarization, single point. Mycobacterium tuberculosis FadD28 fatty-acid-AMP ligase. inhibition, % at 12.5 µM. 360,000 tested, 0.22% active. AID 588549, 2011; in the data active means inhibition above about 8.5%, passing the limit was not always enough; inconclusive means no clear call, values can overlap the other calls
# GDH-TPI inh – GDH-TPI coupling enzyme inhibitors, primary screen, artefact control for M. tuberculosis FBA inhibitor project, biochemical, absorbance, full deck; inhibition, % at 4.8 µM; GDH-TPI coupled enzyme counterscreen, NADH absorbance; AID 588335, 2011; 360,000 tested, 1.2% active;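 further: 0% = DMSO wells and 100% = wells lacking the enzyme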
# BoNT-F LC inh – BoNT/F light chain protease inhibitors, primary screen, biochemical, flow cytometry, MLPCN library | Botulinum neurotoxin type F light chain protease (Clostridium botulinum) | Multiplex microsphere protease cleavage assay | inhibition, % at 10 µM | 360,000 tested, 0.22% active; in the data active means inhibition above about 35%, passing the limit was not always enough; inconclusive means no clear call, values can overlap the other calls; further: plate controls were buffer without enzyme for full effect and enzyme alone for no effect
# UGM FP inh – M. tuberculosis UGM enzyme inhibitors, primary screen, biochemical, fluorescence polarization, single point. purified UGM, fluorescence polarization probe displacement. inhibition, % at 10 µM. 320,000 tested, 0.06% active. AID 504406, 2011; in the data active means inhibition above about 10%, passing the limit was not always enough; inconclusive means no clear call, values can overlap the other calls
# Target sequence (P9WIQ1 whole entry, looked up): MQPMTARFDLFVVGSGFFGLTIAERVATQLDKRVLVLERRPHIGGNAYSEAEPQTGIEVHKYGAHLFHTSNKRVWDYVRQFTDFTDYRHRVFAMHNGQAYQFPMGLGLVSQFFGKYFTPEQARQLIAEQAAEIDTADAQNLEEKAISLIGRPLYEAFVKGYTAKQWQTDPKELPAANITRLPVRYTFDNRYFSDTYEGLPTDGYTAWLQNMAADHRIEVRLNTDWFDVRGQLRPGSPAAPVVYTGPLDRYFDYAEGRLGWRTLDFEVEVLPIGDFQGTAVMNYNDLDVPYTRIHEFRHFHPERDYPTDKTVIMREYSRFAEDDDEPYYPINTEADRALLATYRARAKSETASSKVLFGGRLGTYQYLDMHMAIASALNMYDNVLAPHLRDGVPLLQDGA
# Mtb FBA inh – Mtb FBA enzyme inhibitors, primary screen, biochemical, fluorescence, strain H37Rv. inhibition, % at 1 µM. purified M. tuberculosis FBA, fluorescence read-out. 360,000 tested, 2.3% active. AID 588726, 2011; in the data active means inhibition above about 27%;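 further: 0% = vehicle and 100% = reference inhibitor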
# Target sequence (P9WQA3 whole entry, looked up): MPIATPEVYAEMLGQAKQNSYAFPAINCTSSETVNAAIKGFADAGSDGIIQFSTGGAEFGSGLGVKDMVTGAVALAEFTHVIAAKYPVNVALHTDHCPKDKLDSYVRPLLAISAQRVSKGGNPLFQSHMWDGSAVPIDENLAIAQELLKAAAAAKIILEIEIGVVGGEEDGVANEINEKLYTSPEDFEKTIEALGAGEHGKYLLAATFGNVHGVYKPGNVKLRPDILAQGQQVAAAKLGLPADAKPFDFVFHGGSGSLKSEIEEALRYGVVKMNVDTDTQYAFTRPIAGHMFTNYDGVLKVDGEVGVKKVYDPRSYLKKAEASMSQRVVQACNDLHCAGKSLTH
# * hit, by the source's call; ? = inconclusive; . = no result given; + = active, no number. Unless noted, no stated cut-off is given here; in the data, active means inhibition above about 30%; inactive means the rest.
SMILES,BioA inh,PrPC surface inh,CCHFV vOTU inh,BoNT A protease,FadD28 binding,GDH-TPI inh,BoNT-F LC inh,UGM FP inh,Mtb FBA inh
CCOC(=O)c1cc(C)n(Cc2cccc(OC)c2OC)c1C,1.2,2,1,0.7,-2.6,-11,10,-0.3,-10
O=C(CSc1nnc2nnc3ccccc3n12)N1CCOCC1,0.1,-63,0,-2.3,0.8,15,3,-0.9,1
Cc1cc(C(=O)Oc2cccnc2)ccc1[N+](=O)[O-],2.2,0,-1,-0.7,-1.2,1,-3,0.3,0
CC(C(=O)NC1C(=O)N2C(C(=O)O)=C(CSc3nnnn3C)CSC12)n1cc(Br)cn1 (stereo not drawn),.,1,-3,0.1,0.8,2,1,2.3,-4
Cc1ccc(NC(=O)CNc2ccc(N3CCOCC3)cc2)cc1S(=O)(=O)N(C)C,.,7,-4,-1.0,-0.4,-2,-4,1.9,-2
OCCC1CN(Cc2c(F)cccc2Cl)CCN1C1CCCCC1 (stereo not drawn),0.1,1,-10,0.9,0.0,0,6,0.2,2
CCCCC(CCC(=O)O)(C(=O)OCC)c1csc(N)n1 (stereo not drawn),-0.7,6,4,-0.1,-0.5,-8,5,0.4,-1
Cc1ccccc1N(CC(=O)N1CCCC1)S(=O)(=O)c1ccc(Cl)cc1,-0.3,-3,0,-1.8,-4.8,-1,-5,0.4,-3
COC(=O)C1=C(c2ccc(OC(F)(F)F)cc2)C[C@@H]2CC[C@H]1N2C(=O)N1CCCCC1,1.9,7,7,0.6,-1.3,14,-4,-2.5,-1
O=S1(=O)C[C@@H](O)[C@@H](Nc2ccccc2)C1,-1.0,1,-10,.,-1.5,-1,.,3.6,1
CC(O)CNc1nc2c(c(=O)n(C)c(=O)n2C)n1Cc1cccc(C(F)(F)F)c1 (stereo not drawn),1.1,-2,-3,0.3,-1.3,15,2,1.5,-1
Nc1nnc(CSCc2ccc(Cl)cc2Cl)s1,-0.2,6,-4,0.0,-5.6,9,-1,-0.3,0
O=C(Cc1n[nH]c(=O)c2ccccc12)NCc1ccccc1,-1.0,-4,4,-1.0,-1.7,3,-5,-0.9,-1
CC1C2CC(C/C2=N/NC(=O)c2cccs2)C1(C)C (stereo not drawn),.,9,13,-0.6,-3.0,0,0,1.2,-4
CN(C)CCn1c(=S)[nH]c2ccc(Cl)cc2c1=O,-2.8,2,7,-0.8,-0.3,33*,1,-0.3,0
NS(=O)(=O)c1ccc(CCNC(=O)Cc2ccc(S(=O)(=O)N3CCCC3)s2)cc1,.,-3,0,1.2,-1.7,3,-1,0.8,3
Cc1ccc(-n2nnc3c(SCC(=O)NCc4ccco4)ncnc32)cc1,6.1,11,1,-0.2,-5.5,-3,3,-0.1,0
COc1cccc(S(=O)(=O)NC2CCN(C#N)C2)c1 (stereo not drawn),2.1,5,-2,-0.6,-1.8,3,0,0.4,-4
Cc1ccc(C(=O)NCc2ccncc2)cc1S(=O)(=O)N1CCOCC1,1.2,-1,3,0.8,-1.0,-8,-2,-1.0,1
ONC(=Nc1cccc(C(F)(F)F)c1)c1cccnc1,-0.1,3,17,-1.3,-3.0,10,?,-2.2,2
O=C1C2C3C=CC(C3=C(c3ccccc3)c3ccccc3)C2C(=O)N1CCO (stereo not drawn),3.1,-1,11,-0.8,-3.8,-7,0,-1.7,-4
Cc1ccc(S(=O)(=O)N2CCCCC2)cc1C(=O)N(CCc1ccccc1)Cc1ccccc1,1.1,3,21,2.9,-2.5,1,0,0.0,-1
Oc1cc(O)c2c(c1)O[C@H](c1ccc(O)c(O)c1)[C@H](O)C2,-1.0,-1,-7,-0.2,-0.8,8,1,1.6,3
COc1ccc(/C=N/NC(=O)c2nnn(-c3nonc3N)c2CN(C)C2CCCCC2)cc1,.,2,-11,-2.2,0.8,4,0,0.1,2
O=C(N/N=C/c1ccc([N+](=O)[O-])cc1)c1c[nH]c2ccccc12,.,-21,20,0.8,-1.3,21,2,-1.4,-3
CC(C(=O)Nc1ccc(S(=O)(=O)Nc2ncccn2)cc1)N1C(=O)c2ccccc2S1(=O)=O (stereo not drawn),.,1,6,3.6,-3.7,-9,1,-2.9,0
COc1ccc([N+](=O)[O-])cc1NS(=O)(=O)c1cccc(C(=O)O)c1,1.3,8,-6,-0.4,-0.5,25,-2,4.0,-1
CCOc1ccc(S(=O)(=O)NCCC(=O)NCc2ccc(OC)c(OC)c2)cc1,-1.3,6,-1,-0.3,-3.2,-4,-1,-1.7,-2
CCCOc1ccc(C(=O)NCCCn2ccnc2)cc1,0.2,-7,-5,1.0,-2.0,-7,-2,1.9,0
Cc1cccc(CSCc2ccc(C(=O)O)o2)c1,-0.5,9,-13,-1.3,-0.5,-4,11,-2.2,0
CC(C)Cn1c(-c2ccc(C#N)cc2)nc2c1c(=O)[nH]c(=O)n2CC(C)C,-0.1,4,-106,.,-1.9,10,.,0.2,+
CCC(C)NCCCCOc1ccc(C)cc1[N+](=O)[O-] (stereo not drawn),-1.3,-9,-7,-0.5,-3.6,-5,-1,0.2,-3
COc1ccc(N2CCN(C(CNC(=O)C(=O)NCc3ccncc3)c3ccco3)CC2)cc1 (stereo not drawn),-1.3,2,-8,-0.9,-0.2,3,-2,0.2,2
CC(=O)c1cccc(NC(=O)COC(=O)c2ccccn2)c1,-1.5,4,-4,0.7,0.2,-3,-6,-0.7,1
COC(=O)C1=NN(c2cccc(C)c2)C2C(=O)N(c3ccccc3OC)C(=O)C12 (stereo not drawn),.,0,-7,0.3,-0.9,19,4,-3.3,4
CCOc1ccc(N=C2NC(=O)S/C2=C\c2ccc(O)cc2)cc1,5.2,-12,10,-0.6,-2.8,3,0,-1.1,-9

# 2 compounds picked at random from the list so far:
SMILES,BioA inh,PrPC surface inh,CCHFV vOTU inh,BoNT A protease,FadD28 binding,GDH-TPI inh,BoNT-F LC inh,UGM FP inh,Mtb FBA inh
CC(C)Cn1c(-c2ccc(C#N)cc2)nc2c1c(=O)[nH]c(=O)n2CC(C)C,-0.1,4,-106,.,-1.9,10,.,0.2,+
COc1cccc(S(=O)(=O)NC2CCN(C#N)C2)c1 (stereo not drawn),2.1,5,-2,-0.6,-1.8,3,0,0.4,-4

# Continuation.
SMILES,BioA inh,PrPC surface inh,CCHFV vOTU inh,BoNT A protease,FadD28 binding,GDH-TPI inh,BoNT-F LC inh,UGM FP inh,Mtb FBA inh
Cc1c(Cl)cccc1NC(=O)CSc1nc(=O)n(CCCN2CCOCC2)c2c1CCCC2,2.8,4,0,-0.8,-0.8,-2,4,.,2
COc1cc2c(cc1OC)CN(c1nc(CN3CCOCC3)nc3sc4c(c13)CCCC4)CC2,.,-10,4,0.3,-5.0,-1,-5,-2.9,5
C=CCN(CC=C)C(=S)NC(=O)Cc1cccc2ccccc12,.,2,-1,3.5,-2.1,7,22,-3.5,7
N=C1/C(=C\c2ccc(OC(=O)c3ccco3)cc2)C(=O)N=C2SC(N3CCCCC3)=NN12,2.0,-2,17,-0.6,0.7,10,-12,-2.7,3
O=C(c1ccccc1)c1sc(Nc2ccc3c(c2)OCO3)nc1-c1ccccc1,-3.1,-7,1,9.5,-1.0,.,11,.,-2
CCCCN1CC(C(=O)NC2CCCCC2)CC1=O (stereo not drawn),-1.9,3,12,0.0,0.0,11,-6,2.4,-2
COc1cc(NC(=O)CCc2nnc3ccc(N4CCOCC4)nn23)cc(OC)c1OC,-1.2,-3,7,3.0,0.4,7,6,0.0,3
CC1=C(C(=O)N(C(C)C)C(C)C)CC(CC(=O)NC2CCCC2)C(=O)N1Cc1ccccc1 (stereo not drawn),-0.5,5,10,-0.1,-0.2,-8,-3,.,2
CCOC(=O)c1cnc2nc(COc3ccccc3)[nH]n2c1=O,-2.2,4,-9,-0.9,-3.8,-2,-8,3.7,3
COc1ccc(OC)c(NC(=S)NC(=O)c2ccc(Br)o2)c1,-1.9,-1,-13,-0.4,0.2,10,-6,-1.1,1
Cc1cc(C)cc(N(CCC#N)C(=O)COC(=O)C2CCN(c3ccc(C(F)(F)F)cn3)CC2)c1,-1.5,3,18,0.2,-2.9,12,-12,1.6,6
O=C(Cc1ccccc1)Nc1nnc(SCC(=O)NC2CCCC2)s1,.,-4,5,-1.4,-4.3,-7,-6,2.3,1
C=CCn1c(=O)[nH]c2cc(C(=O)N3CC=C(c4ccccc4)CC3)ccc2c1=O,.,-6,-5,.,-2.4,19,.,-1.7,6
Cc1c(NC2=NC3(CCCCC3)Cc3ccccc32)c(=O)n(-c2ccccc2)n1C,-0.4,-5,0,-0.5,-2.2,6,-1,-1.2,-1
O=C(NCCCc1ccncc1)C1CCC(=O)N(Cc2ccc(Cl)cc2)C1 (stereo not drawn),0.3,1,5,0.7,-5.7,4,5,-1.1,-2
Cc1nn(CC2CC2)c(=O)n1N(C)c1ncc(C(F)(F)F)cc1Cl,0.9,9,-1,-0.2,-1.6,10,-4,0.3,1

# Filtered by structure: the entries above with a Cl atom
SMILES,BioA inh,PrPC surface inh,CCHFV vOTU inh,BoNT A protease,FadD28 binding,GDH-TPI inh,BoNT-F LC inh,UGM FP inh,Mtb FBA inh
OCCC1CN(Cc2c(F)cccc2Cl)CCN1C1CCCCC1 (stereo not drawn),0.1,1,-10,0.9,0.0,0,6,0.2,2
Cc1ccccc1N(CC(=O)N1CCCC1)S(=O)(=O)c1ccc(Cl)cc1,-0.3,-3,0,-1.8,-4.8,-1,-5,0.4,-3
Nc1nnc(CSCc2ccc(Cl)cc2Cl)s1,-0.2,6,-4,0.0,-5.6,9,-1,-0.3,0
CN(C)CCn1c(=S)[nH]c2ccc(Cl)cc2c1=O,-2.8,2,7,-0.8,-0.3,33*,1,-0.3,0
Cc1c(Cl)cccc1NC(=O)CSc1nc(=O)n(CCCN2CCOCC2)c2c1CCCC2,2.8,4,0,-0.8,-0.8,-2,4,.,2
O=C(NCCCc1ccncc1)C1CCC(=O)N(Cc2ccc(Cl)cc2)C1 (stereo not drawn),0.3,1,5,0.7,-5.7,4,5,-1.1,-2
Cc1nn(CC2CC2)c(=O)n1N(C)c1ncc(C(F)(F)F)cc1Cl,0.9,9,-1,-0.2,-1.6,10,-4,0.3,1
